SNCA expr inhib: Primary qHTS assay for inhibitors of alpha-synuclein gene (SNCA) expression | HEK-293 SNCA-luciferase knock-in, luminescence, 24 h | Potency, µM (highest dose often 57.2 µM), inactives show top-dose activity change, negative = inhibition, hits mostly inhibitors | 0.17% of 140,000 active | AID 1671194, 2021;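 note: potency is the fitted concentration of half-maximal effect; plate controls were DMSO cells for no effect and cell-free wells for full effect; nearly all actives have a fitted effect of over 45% in size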
GPT2 inh: Primary qHTS assay for inhibitors of Glutamate pyruvate transaminase 2 (GPT2) | Recombinant GPT2, coupled pyruvate oxidase/HRP Amplex Red fluorescence | Potency, µM (series often up to 57.7 µM), without a hit: at the highest dose activity change, negative = inhibition, hits mostly inhibitors | AID 1671188, 2021 | 0.25% of 100,000 active; note: potency is the fitted concentration of half-maximal effect; nearly all actives have a fitted effect of over 60% in size; many of its hits are not listed in these tables
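Inhibition is scored from Amplex Red fluorescence generated when pyruvate oxidase and HRP act on pyruvate released by GPT2. Reactions contain 10ng/uL enzyme, 250uM a-KG and 2mM L-alanine and run 30 min at room temperature.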
FLuc inh: Firefly luciferase inhibition profiling of diverse chemical library using quantitative high-throughput screening; Luciferin 4-monooxygenase (Photinus pyralis), P08659; purified P. pyralis luciferase, luminescence, biochemical; Potency, µM (titrated, usually from 115 µM), without a hit: at the highest dose activity change, negative = inhibition, actives largely listed as inhibitors; 2.5% of 76,000 active; AID 1347043, 2019; note: potency is the fitted concentration of half-maximal effect; nearly all actives have a fitted effect of over 65% in size
Target sequence (P08659 whole entry, looked up): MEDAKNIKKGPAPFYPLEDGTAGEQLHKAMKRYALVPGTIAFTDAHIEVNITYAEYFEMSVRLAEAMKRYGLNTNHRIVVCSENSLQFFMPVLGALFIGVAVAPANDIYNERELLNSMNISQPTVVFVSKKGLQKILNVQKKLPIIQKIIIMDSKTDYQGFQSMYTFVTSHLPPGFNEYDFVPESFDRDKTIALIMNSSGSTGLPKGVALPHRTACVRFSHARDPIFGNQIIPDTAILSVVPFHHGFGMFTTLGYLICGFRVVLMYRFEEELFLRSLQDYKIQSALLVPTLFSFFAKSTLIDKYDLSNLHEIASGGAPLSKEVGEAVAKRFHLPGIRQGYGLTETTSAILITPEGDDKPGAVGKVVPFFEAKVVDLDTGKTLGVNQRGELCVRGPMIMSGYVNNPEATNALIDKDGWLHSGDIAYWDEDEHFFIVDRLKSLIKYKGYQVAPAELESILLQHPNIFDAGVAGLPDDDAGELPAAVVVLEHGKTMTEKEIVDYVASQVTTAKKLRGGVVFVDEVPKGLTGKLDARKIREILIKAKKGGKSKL
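Luminescence read by CCD imaging after purified firefly luciferase (10nM final) was added to substrate buffer holding 10uM D-luciferin and 10uM ATP, pH 7.5, pre-dosed with compound.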
SNCA viab count: GF-AFC viability counterscreen for inhibitors of alpha-synuclein gene (SNCA) expression. 0.12% of 150,000 active. Potency, µM (doses to about 57.1 µM), for the others: at the top dose activity change, negative = cytotoxicity, actives largely listed as cytotoxic. AID 1671193, 2021. HEK-293-SNCA-luc viability, GF-AFC fluorescence, 24 h;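 note: potency is the fitted concentration of half-maximal effect; 0% = DMSO-treated cells and -100% = medium-only wells without cells; nearly all actives have a fitted effect of over 30% in size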
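HEK-293-SNCA-luc cells (1500/well) plated 24 h, then exposed 24 h to a dilution series; GF-AFC added 30 min at 37C, fluorescence 405/540 nm; normalised to medium-only and DMSO wells, Hill fit.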
IP6K1 inh: Primary qHTS assay for small molecule inhibitors of Inositol hexaphosphate kinase 1 (IP6K1) | IP6K1 kinase, ADP-Glo luminescence, 2 h; stronger effect = lower value | AID 1645851, 2021 | 0.81% of 140,000 active | activity change, % (series mostly up to about 58 µM); in the data active = activity change below about -25%
Target sequence (Q92551 whole entry, looked up): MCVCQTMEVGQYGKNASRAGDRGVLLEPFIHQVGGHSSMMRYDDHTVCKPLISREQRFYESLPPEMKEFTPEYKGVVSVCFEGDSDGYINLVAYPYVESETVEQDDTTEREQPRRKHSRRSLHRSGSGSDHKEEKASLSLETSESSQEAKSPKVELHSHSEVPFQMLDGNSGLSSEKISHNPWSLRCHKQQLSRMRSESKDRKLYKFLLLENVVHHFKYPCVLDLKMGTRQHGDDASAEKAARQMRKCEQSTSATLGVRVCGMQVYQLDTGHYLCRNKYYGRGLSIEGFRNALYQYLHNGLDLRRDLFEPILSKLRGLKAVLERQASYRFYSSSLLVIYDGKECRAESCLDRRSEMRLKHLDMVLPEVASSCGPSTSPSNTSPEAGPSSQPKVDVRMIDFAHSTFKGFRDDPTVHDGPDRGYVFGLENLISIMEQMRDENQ
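ADP-Glo luminescence measures ADP made by human IP6K1 during a 2 h RT reaction with ATP/IP6 (mix at 1.3 mM/130 uM); top library doses 57.5 and 19.1 uM final.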
3T3 cytotox: Cytotoxic Profiling in NIH 3T3 Cell Line of Diverse Libraries Using Quantitative High-Throughput Screening. NIH 3T3 viability, CellTiter-Glo ATP luminescence, 48-72 h. Potency, µM (series often up to 96.7 µM), for inactives: top-dose activity change, negative = cytotoxicity, actives largely listed as inhibitors. 4.3% of 94,000 active; note: potency is the fitted concentration of half-maximal effect; nearly all actives have a fitted effect of over 55% in size
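Cells were seeded at 400 per well, treated with pin-transferred compound, and kept 48 or 72 hr at 37 °C before CellTiter-Glo addition and luminescence imaging of cellular ATP.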
HEK293 tox: Cytotoxic Profiling in HEK 293 Cell Line of Diverse Libraries Using Quantitative High-Throughput Screening; Potency, µM (series often up to 115 µM), without a hit: at the highest dose activity change, negative = cytotoxicity, hits mostly inhibitors; HEK 293 viability, ATP luminescence (CellTiter-Glo), 48-72 h; AID 1345083, 2018; 6.6% of 94,000 active; note: potency is the fitted concentration of half-maximal effect; nearly all actives have a fitted effect of over 60% in size
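250 HEK 293 cells/well; compound by pintool; incubated 48 or 72 hr at 37 degree Celsius; CellTiter-Glo added, 10 min RT, luminescence imaged.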
* marks the source's active call; other numbers are inactive results; i = inactive; ? = inconclusive; · = not tested or not shown; [ ] = another dose, or the depositor's remark. Unless noted, calls come from the whole dose curve; as a rule, active = well fitted curve in the direction sought with a large enough effect; inconclusive = small, poorly fitted or top-dose-only effect, or another doubt; inactive = no such curve, though single readings can be large; an effect the other way counts as inactive or inconclusive. Unless noted, % is set by controls: 0 for no effect and ±100 for the full control effect. Some of the compounds tested. The share of hits here may be higher or lower than overall.

Values run as follows: SNCA expr inhib, GPT2 inh, FLuc inh, SNCA viab count, IP6K1 inh, 3T3 cytotox, HEK293 tox
O=C(CN1CCCc2nc(C3CC3)ncc2C1=O)NCCCN1CCOCC1
  1.8%, -6.2%, -0.8%, -0.9%, 1.8, i, -3.6%
Cc1cn2nc(C(=O)N3CCC(NC(=O)c4ccc(F)cc4)CC3)cc2c(=O)[nH]1
  ?, i, -2.1%, -1.8%, 0.0, i, 3.6%
Cc1cnn(C2(C(=O)O)CCN(C(=O)c3ncoc3C)CC2)c1
  16.3%, 3.0%, 7.5%, -0.2%, -6.1, -1.6%, 2.8%
CCn1ncc(N2CCCC(CC(=O)NCCN3CCCC3)C2)cc1=O (stereo not drawn)
  17.7%, i, -4.1%, 5.1%, 7.1, -5.0%, 2.1%
O=c1[nH]c(N2CCOCC2)nc2c1CCN(Cc1ccc(Cl)cc1)CC2
  -11.8%, i, 12.8%, -1.3%, -5.0, 2.7%, 0.1%
COCCn1c(=O)c(C(=O)NCCCc2ccccc2)nc2cccnc21
  12.1%, ?, ·, -14.3%, 7.7, -28.8%, 3.8%
CCc1ccccc1NC(=O)c1ccc(Cn2nc(N3CCN(c4ccccc4)CC3)ccc2=O)o1
  ?, ·, ·, -22.3%, 11.6, ·, ·
CSc1ccc(-c2nc3ccc(C)cn3c2Nc2ccccc2C)cc1
  5.8%, ·, ·, -3.8%, 41.4, ·, ·
CC(C)CNC(=O)c1csc(-c2cccc(OC(C)C)c2)n1
  -23.6%, i, -12.0%, ?, 4.5, ?, 39.8µM*
CN(C)CC1(O)CCC2(CCN(C(=O)Cn3c(=O)oc4ccccc43)CC2)CC1
  0.6%, i, -1.3%, -2.9%, 0.4, -10.4%, -4.9%
CC(C)NC(=O)N1CCCC(c2nc(-c3cccnc3)no2)CCNC(=O)CC1 (stereo not drawn)
  10.9%, i, 1.8%, -0.2%, 25.5, -2.6%, i
O=C1CCC2(CCN1Cc1ccccc1)CCN(C(=O)c1ccccc1F)CC2
  -13.2%, -4.5%, 0.0%, -1.3%, 2.0, -20.3%, -26.2%
O=C(CCC1CCCC1)N1CCC2(CC1)CC(CO)N(C(=O)c1ccccc1)C2 (stereo not drawn)
  29.7%, i, ·, 0.0%, -8.9, -36.7%, ?
CO[C@@]1(NC(=O)CSC[C@@H](N)C(=O)O)C(=O)N2C(C(=O)O)=C(CSc3nnnn3C)CS[C@@H]21
  24.8%[25.6 µM], 3.7%, ·, 10.9%[23.9 µM], 24.5, ·, ·
c1cc2c(cc1CN1CCCCC1)CNCCO2
  -23.6%, -21.4%, -6.8%, -12.8%, -2.5, -26.9%, -26.0%
O=C(NCCCN1CCCc2ccccc21)C1CCCCC(=O)N1Cc1ccccc1 (stereo not drawn)
  -2.5%, i, 2.8%, -4.2%, 10.2, ?, ?
O=C(c1ccon1)N(CC1CCN(Cc2ccccc2F)CC1)CC1CCCO1 (stereo not drawn)
  4.4%, i, 6.2%, -1.0%, -16.7, -26.7%, i
Cc1cc(=O)n(CC(=O)Nc2ccc(F)c(Cl)c2)c(N(C)Cc2ccccc2)n1
  ?, i, 1.4%, -15.2%, -0.7, i, -2.1%
CNCC(=O)N[C@H]1CCN2C(=O)c3cc(-c4cc(Cl)ccc4OC)ccc3NC(=O)[C@@H]2C1
  7.8%, i, 2.7%, 7.9%, -15.6, -26.2%, ?
CCc1ccc(CNC(=O)c2cc3c(N4CCCC4)nc(C)cn3n2)cc1
  -24.7%, i, 0.5%, 8.1%, -9.8, ?, ?
Cn1ccnc1C(=O)N1CCCCCCn2c(nnc2-c2ccc(F)cc2)CC1
  5.9%, 2.6%, -10.0%, -0.7%, -0.5, -10.0%, 3.7%
O=C(c1nc(-c2cccnc2)c2cnccn12)N1CCOCC1
  20.5%[87.6 µM], i, -3.7%[172 µM], 6.6%[87.6 µM], 3.6, -19.7%[138 µM], i
CCn1nccc1C(=O)NCCC1CCN(C(=O)Nc2cc(F)cc(F)c2)CC1
  16.8%, i, 1.1%, 5.7%, -0.3, -16.0%, -1.8%
COc1ccc(OCC(=O)OCc2cc(=O)n3nc(-c4cccs4)sc3n2)cc1
  25.9%, ·, ·, 1.3%, 26.2, ·, ·
Cc1ccc(Cl)cc1NC(=O)C(=O)NCCc1sc(-c2ccc(F)cc2)nc1C
  -11.2%, ·, ·, 4.4%, -0.3, ·, ·
COc1cccc(CCNC(=O)c2c(O)nc3c(C)cccn3c2=O)c1
  27.3%, ·, ·, 6.6%, 52.4, ·, ·
Cc1nn(-c2ccccc2)c(OC(=O)c2ccccc2F)c1S(=O)(=O)c1ccccc1
  1.7%, ·, ·, 1.0%, -10.5, ·, ·
O=C(c1ccc2c(c1)CCN2S(=O)(=O)c1ccc(Cl)cc1)N1CCN(c2ccc(F)cc2)CC1
  ?, ·, ·, -4.7%, -6.2, ·, ·
COc1ccc(C(=O)NC2CCN(c3cc(C(F)(F)F)nc(C)n3)CC2)cc1
  -16.8%, i, 0.0%, ?, 14.1, ?, ?
CCNC(=O)NCCc1noc(-c2cccnc2)n1
  -9.1%, i, -8.4%, 1.9%[12.5 µM], 23.5, -9.3%, -3.4%
Cc1ccc(-c2n[nH]c3c2C(c2cccc(O)c2)N(c2ccc(C(=O)O)cc2)C3=O)cc1 (stereo not drawn)
  35.9%[activator], ·, ·, 7.3%, 7.1, ·, ·
Cc1cccc(Cn2cc(S(=O)(=O)c3cccc(C)c3)c(=O)c3cc(F)c(N4CCOCC4)cc32)c1
  12.8%, ·, ·, -10.2%, -9.7, ·, ·
O=C(NC1CC1)[C@@H]1CCCN1c1nccc(Nc2ccccc2Cl)n1
  ?, i, ·, -29.1%[12.5 µM], -0.7, -6.0%, ?
COc1ccc(-c2ccc(C(=O)NCc3cccc(Cl)c3)cc2)nn1
  ·, ·, ·, ·, 14.7, -28.4%, ?
CCc1ccc(S(=O)(=O)N2CCC(n3cnnc3C)CC2)cc1
  -7.7%, 1.3%, 7.2%, -1.9%, 0.8, -7.5%, 6.5%
CN1CCN(C(=O)c2cc(-c3ccc(Cl)cc3Cl)c3nncn3n2)CC1
  9.4%[87.6 µM], 4.3%[88.5 µM], ·, ?, 5.6, ?, -16.6%[172 µM]
O=C1CCN(S(=O)(=O)c2ccccc2)CCCN(C(=O)c2c[nH]c3ccccc23)CCN1
  49.1%[activator], 2.5%, ?, -4.7%, 0.0, -19.1%, -16.2%
C[C@H]1CCCN1C(=O)c1nnc(CNc2ccccc2Cl)n1-c1ccccc1
  -4.3%[87.6 µM], 0.8%[88.5 µM], 6.0%[172 µM], ?, 4.1, 100µM*, ?
CC(C)c1ccc(CC(=O)N2CCC[C@@H](c3cccc(OC(C)(C)C(=O)O)c3)C2)cc1
  ·, i, ·, 7.2%, -1.0, ·, ·
COCCCN1CC2(CCN(C(=O)C(=O)c3cccn3C)CC2)CC1=O
  3.3%, i[11.5 µM], 4.1%, 3.3%, -0.8, 0.3%, i
CC(C)CCN1C(=O)N(CCCc2ccncc2)C(=O)C12CCN(CC1=CC[C@H]3C[C@@H]1C3(C)C)CC2
  -13.4%, -9.8%, -3.0%, -5.6%, 17.9, 1.6%, 7.8%
CN1C(=O)CCC2(CNC(=O)c3ccccc3)CCC=C12 (stereo not drawn)
  3.1%, i, 4.8%, -1.7%, 0.2, -11.9%, -9.9%
CC(C)C(=O)NC1CCN(C(=O)c2ccc(-c3cccs3)cc2)CC1
  -1.9%[87.6 µM], i, ·, -5.9%[12.5 µM], 7.5, ?, 70.8µM*
CN(C)S(=O)(=O)NCCC1CN(c2cnn(C)c(=O)c2)CCO1 (stereo not drawn)
  -12.5%, i, -1.4%, -8.5%, 1.4, 4.4%, 1.5%
N=C(N)c1ccc(N)cc1
  -1.4%, i, ·, -6.0%, ·, ·, ·
CN(C)C[C@@H]1CN(c2ccncn2)C[C@H]1NC(=O)c1cnco1
  9.0%, 1.2%, 7.5%, 6.6%, 14.9, -2.2%, i
CC1=C(C(=O)Nc2ccc(C)cc2C)C(c2cccs2)n2nc(SCc3ccccc3Cl)nc2N1 (stereo not drawn)
  18.5%, ·, ·, 3.0%, -25.5*, ·, ·
Cn1c(Cn2cccn2)nnc1C1CC(NC(=O)c2cnco2)C1 (stereo not drawn)
  ?, -3.4%, 1.8%, -2.7%, 13.7, 4.2%, 1.4%
Cc1nc(CCNC(=O)CC2COCCN2C(=O)c2ccsc2)no1 (stereo not drawn)
  -14.3%, -0.1%, 1.2%, -3.6%, -3.1, -3.2%, -11.3%
CN1C(=O)CC(C(=O)O)C12CCN(C(=O)CCc1cccnc1)CC2 (stereo not drawn)
  5.4%, -14.1%, 8.8%, 2.8%, -8.6, -8.4%, -20.3%
Fc1ccc(Cc2noc(-c3nc(-c4ccc5c(c4)OCO5)no3)n2)cc1
  0.4%, -1.3%, -13.8%, -2.1%, 0.0, -16.3%, -3.6%
CC(=O)N1CC(CO)C2(CCN(C(=O)c3nccc4ccccc34)CC2)C1 (stereo not drawn)
  -15.7%, -4.0%, 0.2%, 12.4%, 22.6, -15.2%, ?
O=C(C[C@H]1NC(=O)c2ccccc2NC1=O)Nc1cccc(-c2ncn[nH]2)c1
  10.3%, -1.6%, 3.3%, 5.6%, -0.6, i, 24.8%
C=CCNC(=O)c1ccnc2[nH]ccc12
  -14.4%[87.6 µM], i, ·, -0.8%[87.6 µM], 28.7, ?, -10.2%[230 µM]
Cn1ccnc1CN1CCN(c2nccc(-c3cccnc3)n2)CC1
  4.1%, -2.6%, 8.1%, -5.4%, -0.9, -26.5%, -2.9%
CCOc1ccccc1C(=O)N1CCCCC1CCN1CCOCC1 (stereo not drawn)
  -20.7%, ·, ·, 8.7%, -16.1, ·, ·
O=C(C1CCOCC1)N1CCC(Oc2cccc(F)c2)C1 (stereo not drawn)
  5.4%, i, 1.8%, 7.9%, 41.1, 0.2%, -5.1%
O=C(c1ccc(Cn2ccn3nc4c(c3c2=O)CCCC4)cc1)N1CCN(c2ccccn2)CC1
  -1.0%, i, -0.3%, ?, 27.9, ?, ?
CCN(C(=O)CSc1nc2n[nH]c(C)c2c(=N)n1-c1cccc(OC)c1)c1cccc(C)c1
  -30.6%, ·, ·, ?, 16.0, ·, ·
CNC(=O)c1cc(S(=O)(=O)N[C@@H]2COCC[C@H]2O)ccc1OC
  2.0%, 0.4%, 1.8%, 2.6%, -3.5, -7.9%, 2.4%
COCCC(=O)N1CCCOCCNC(=O)[C@@H]2CCC[C@@H]21
  ?, i, -2.9%, -1.5%, 6.0, i, 1.1%
O=C(NCCCN1CCOCC1)c1c(OCC2CC2)cc(=O)n2c1CCCCC2
  0.6%, i, 3.0%, 0.8%, -11.1, i, 16.5%

Screening data: PubChem, National Center for Advancing Translational Sciences (NCATS)
